DAX1 inh-1 = inhibitors of human orphan nuclear receptor DAX1 (NR0B1); actives 0.99% (n = 340,000); AID 504766; inhibition, % at 6.75 µM; P51843; HEK293 Gal4-DAX1 luciferase reporter, luminescence;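 active = inhibition above the mean over all tested compounds plus 3 SD, cut at about 4.2% in these data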;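 also: 0% = DAX1-transfected cells with DMSO and 100% = empty-vector control cells with DMSO; inhibition shows as a rise in luminescence from relieved DAX1 repression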
NPR1 activator = GC-A (human) enzyme activation; P16066; AID 1671463; activation, % at 10 µM; actives 0.14% (n = 370,000); HEK293 GC-A cells, cGMP TR-FRET, EC30 ANP; 0% at EC30 ANP, 100% saturating ANP; in the data active = activation above about 40%
ssDAF-12 act = activators of S. stercoralis DAF-12 nuclear receptor | HEK293 ssDAF-12/GRIP1 lit1-tk-luc reporter, luminescence; % of 3 µM dafachronic acid response | activation, % at 6.8 µM | actives 1% (n = 370,000);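 active = activation above the mean over all tested compounds plus 3 SD, cut at about 0.9% in these data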;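 also: 0% = DMSO-only wells and 100% = 3 µM delta7-dafachronic acid wells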
KLK7 zymogen act = activates the human kallikrein-7 zymogen. P49862. purified proKLK7, EDANS-DABCYL substrate fluorescence; 100% is mature enzyme control, 0% vehicle. activation, % at 7 µM. actives 0.9% (n = 370,000). AID 652039;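 active = activation above the mean of all tested compounds plus 3 SD, computed per campaign excluding outliers beyond control limits, cut at about 13% in these data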
hcDAF-12 act = H. contortus DAF-12 activation, primary screen. HEK293 hcDAF-12 lit1-tk-luc reporter, luminescence; 0% DMSO, 100% Δ7-dafachronic acid. activation, % at 6.8 µM. actives 1.4% (n = 370,000). AID 652067;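 active = activation above the mean of all tested compounds plus 3 SD, cut at about 5.5% in these data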;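 also: 100% = response to 3 µM Δ7-dafachronic acid high control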
SMARCA2 activ = SMARCA2 function activation, primary screen. activation, % at 9.1 µM. actives 1% (n = 370,000). MG213 cells, MMTV-luciferase reporter, dexamethasone, overnight; in the data active = activation above about 7.8%;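 also: 0% = vehicle wells and 100% = reference activator wells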
GAA850 FXN act = activators of GAA850 frataxin (FXN) promoter. actives 0.56% (n = 360,000). HEK293 lucGAA850 FXN promoter luciferase reporter, 24 h; percent of 10 µM SAHA response. activation, % at 6 µM;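 active = activation above the average of all compounds screened plus 3 SD, cutoff fixed separately per campaign, cut at about 7.5% in these data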;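 also: 0% = DMSO wells and 100% = 10 µM SAHA wells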
sPLA2-III inh = Blocks human group III sPLA2 activity; Q9NZ20; QFRET BODIPY PC-A2 liposome hydrolysis, fluorescence; inhibition, % at 12.2 µM; actives 0.56% (n = 370,000);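 active = inhibition above mean plus 3 SD of compounds lying within the high and low control bounds, cut at about 19% in these data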;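 also: 0% = median of test compound wells and 100% = no enzyme DMSO wells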
hgDAF-12 ag = hgDAF-12 agonism, primary luciferase screen; HEK293 GAL4-hgDAF12 UAS-luciferase reporter, agonist luminescence; normalized to butyrate control; activation, % at 6.8 µM; actives 1.8% (n = 370,000); AID 687014;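 active = activation above a cutoff set at the mean of all screened compounds plus 3 SD, cut at about 10% in these data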;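 also: 0% = DMSO wells and 100% = sodium butyrate wells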
DAX1 inh-2 = inhibitors of DAX1 repression of SF-1 activated StAR promoter | HEK293T StAR-luciferase reporter, SF-1/DAX-1 repression relief | inhibition, % at 6.8 µM | actives 1.1% (n = 370,000) | AID 652010;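 active = inhibition above the mean over all tested compounds plus 3 SD, cut at about 3.6% in these data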;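 also: 0% = DAX-1 cells with DMSO and 100% = cells lacking DAX-1 with DMSO; higher inhibition means more luminescence from relief of DAX-1 repression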
NPR2 activator = GC-B (human) receptor activation; P20594; HEK293-GC-B cells, CNP EC30, cGMP TR-FRET; 0% at EC30 CNP, 100% saturating CNP; activation, % at 10 µM; actives 0.11% (n = 370,000); AID 1920062;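 active = activation at 10 µM reaching about 35% in either raw or pattern-adjusted values, limit read from the data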
Target sequence (P20594 whole entry, looked up): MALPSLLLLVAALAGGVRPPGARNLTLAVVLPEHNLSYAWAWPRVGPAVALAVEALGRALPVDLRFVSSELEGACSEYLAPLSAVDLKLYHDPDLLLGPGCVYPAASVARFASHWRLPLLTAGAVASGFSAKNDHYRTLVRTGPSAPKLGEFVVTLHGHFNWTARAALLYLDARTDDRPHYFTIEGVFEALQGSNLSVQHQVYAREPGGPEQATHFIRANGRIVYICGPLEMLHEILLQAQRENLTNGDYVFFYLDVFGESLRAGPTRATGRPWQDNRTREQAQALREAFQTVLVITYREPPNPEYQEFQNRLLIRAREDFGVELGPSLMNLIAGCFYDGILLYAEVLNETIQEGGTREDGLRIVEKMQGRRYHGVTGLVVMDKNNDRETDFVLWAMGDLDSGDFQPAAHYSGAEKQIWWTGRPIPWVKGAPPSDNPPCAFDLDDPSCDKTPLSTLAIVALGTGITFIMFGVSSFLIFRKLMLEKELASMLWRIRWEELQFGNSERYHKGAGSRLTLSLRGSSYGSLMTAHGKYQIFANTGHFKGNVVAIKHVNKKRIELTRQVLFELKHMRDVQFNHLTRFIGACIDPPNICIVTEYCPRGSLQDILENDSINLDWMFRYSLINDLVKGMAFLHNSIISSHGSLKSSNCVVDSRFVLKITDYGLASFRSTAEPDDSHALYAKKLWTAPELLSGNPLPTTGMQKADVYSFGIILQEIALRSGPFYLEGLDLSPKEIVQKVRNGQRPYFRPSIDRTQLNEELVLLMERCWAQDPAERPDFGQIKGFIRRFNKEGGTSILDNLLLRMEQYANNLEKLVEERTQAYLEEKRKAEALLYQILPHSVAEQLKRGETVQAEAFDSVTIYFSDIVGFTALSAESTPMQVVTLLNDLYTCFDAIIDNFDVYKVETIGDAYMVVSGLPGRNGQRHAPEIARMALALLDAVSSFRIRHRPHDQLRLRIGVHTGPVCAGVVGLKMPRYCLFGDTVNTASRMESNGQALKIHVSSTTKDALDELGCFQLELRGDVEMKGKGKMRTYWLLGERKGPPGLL
The depositor's hits bear a star; x = not tested or not shown.

SMILES	DAX1 inh-1	NPR1 activator	ssDAF-12 act	KLK7 zymogen act	hcDAF-12 act	SMARCA2 activ	GAA850 FXN act	sPLA2-III inh	hgDAF-12 ag	DAX1 inh-2	NPR2 activator
C=CCN1[C@@H](CC(C)C)COc2cccc(N3CCCC3)c2S1(=O)=O	x	-8	-0.9	-0.3	-2.9	-4	x	16	-2.0	0.0	-9
COc1ccc(-c2n[nH]c(C(F)(F)F)c2-c2cc3ccccc3o2)c(O)c1	-0.6	8	-0.9	-2.3	-1.0	-3	-0.1	-60	0.2	-0.4	4
CC(=O)OCC(=O)N1CCN(c2ccc([N+](=O)[O-])cc2)CC1	-0.6	0	-0.7	0.0	-1.0	-2	0.3	10	-3.2	-0.9	-3
Cc1ccc(NC(=O)CN(C)C(=O)Cc2c[nH]c3ccccc23)cc1	-0.1	1	-0.1	0.3	2.9	-3	0.9	-81	-1.1	-0.6	-1
C=CCn1c(-c2cccc(Cl)c2)n[nH]c1=S	1.0	2	-0.8	0.3	-2.9	0	-1.0	10	-1.3	-0.1	-1
Nc1ccc(C(=O)NNC(=O)C2COc3ccccc3O2)cc1[N+](=O)[O-] (stereo unspecified)	1.1	2	-1.1	0.8	-1.6	-3	-0.1	7	0.6	-1.3	-1
COc1ccc(Oc2c(Cl)cnn(CC(=O)C(c3ccccc3)c3ccccc3)c2=O)cc1	x	-32	-1.5	0.5	3.3	-2	x	-4	0.6	0.7	-28
CCOC(=O)C1(Cc2ccccc2)CCCN(Cc2cnn(CC)c2)C1 (stereo unspecified)	-0.7	-1	-1.4	0.3	0.6	-4	-0.6	4	-0.5	-0.5	-3
O=C(NCC1COc2ccccc2O1)c1ccc(NC(=O)c2cccc(F)c2F)cc1 (stereo unspecified)	x	-3	-1.0	0.1	-2.2	-1	x	6	-0.4	-1.9	2
COCCN(CCOC)C(=O)c1sc2nc(-c3ccccc3)cn2c1C	-1.8	1	-1.3	-0.5	0.9	2	-0.4	-3	-0.3	0.2	-5
CN(CC(=O)NC(=O)Nc1ccccc1F)Cc1ccccc1F	2.4	0	-1.2	-0.2	1.4	-1	1.4	-6	7.7	1.5	2
Clc1ccccc1CNCc1ccncc1	-0.6	3	-1.7	0.5	-2.5	2	1.0	3	4.4	-1.8	0
COC(=O)CCCC1=CC2=C(c3ccccc3)C(=O)C(C)(OC(=O)C3CCCC3)C(=O)C2=CN1Cc1ccco1 (stereo unspecified)	0.6	25	-0.8	1.0	-0.1	1	-2.4	0	0.7	0.1	-1
O=C(COc1ccccc1Cl)NCCCNC(=O)c1ccncc1	-0.3	-1	-0.2	0.1	-2.6	0	-0.1	1	-1.8	-0.2	1
CCOc1ccc(NC(=O)CN(C)C(=O)Cc2ccsc2)cc1OCC	-0.4	-1	-0.8	-0.2	-0.1	-2	1.3	8	0.5	0.0	-4
CCC(=O)Oc1ccc2ccccc2c1CNC(=O)c1ccccc1	-0.5	2	-1.0	-0.7	0.0	-6	-3.0	-6	-2.0	-0.2	8
CCOc1ccc(CCNC(=O)CSc2ncn[nH]2)cc1OCC	0.4	2	-0.9	-0.3	-1.8	-2	1.9	-2	-1.9	-1.1	-2
Cc1cccc(C(=O)Nc2ccc(S(=O)(=O)N3CCOCC3)cc2)c1[N+](=O)[O-]	1.3	-2	-0.6	-0.5	-4.0	2	1.0	-3	-0.3	0.0	0
Cc1ccccc1C(=O)N1CC(=O)Nc2ccc(F)cc2C1c1ccccc1 (stereo unspecified)	-1.3	-8	-0.8	0.3	-0.8	-1	-0.4	-1	-0.7	-0.3	-2
O=C(NCCc1cccc(Cl)c1)c1cc([N+](=O)[O-])ccc1Cl	-2.5	6	-1.7	0.3	6.7*	-2	-1.9	-2	-2.0	-1.7	3

7 compounds drawn at random from the list so far, as already listed:
SMILES	DAX1 inh-1	NPR1 activator	ssDAF-12 act	KLK7 zymogen act	hcDAF-12 act	SMARCA2 activ	GAA850 FXN act	sPLA2-III inh	hgDAF-12 ag	DAX1 inh-2	NPR2 activator
CCOC(=O)C1(Cc2ccccc2)CCCN(Cc2cnn(CC)c2)C1 (stereo unspecified)	-0.7	-1	-1.4	0.3	0.6	-4	-0.6	4	-0.5	-0.5	-3
COc1ccc(-c2n[nH]c(C(F)(F)F)c2-c2cc3ccccc3o2)c(O)c1	-0.6	8	-0.9	-2.3	-1.0	-3	-0.1	-60	0.2	-0.4	4
COCCN(CCOC)C(=O)c1sc2nc(-c3ccccc3)cn2c1C	-1.8	1	-1.3	-0.5	0.9	2	-0.4	-3	-0.3	0.2	-5
CCC(=O)Oc1ccc2ccccc2c1CNC(=O)c1ccccc1	-0.5	2	-1.0	-0.7	0.0	-6	-3.0	-6	-2.0	-0.2	8
O=C(COc1ccccc1Cl)NCCCNC(=O)c1ccncc1	-0.3	-1	-0.2	0.1	-2.6	0	-0.1	1	-1.8	-0.2	1
Cc1ccccc1C(=O)N1CC(=O)Nc2ccc(F)cc2C1c1ccccc1 (stereo unspecified)	-1.3	-8	-0.8	0.3	-0.8	-1	-0.4	-1	-0.7	-0.3	-2
CN(CC(=O)NC(=O)Nc1ccccc1F)Cc1ccccc1F	2.4	0	-1.2	-0.2	1.4	-1	1.4	-6	7.7	1.5	2

Continued.
SMILES	DAX1 inh-1	NPR1 activator	ssDAF-12 act	KLK7 zymogen act	hcDAF-12 act	SMARCA2 activ	GAA850 FXN act	sPLA2-III inh	hgDAF-12 ag	DAX1 inh-2	NPR2 activator
COc1ccc(NC(=O)C2CCCN(S(=O)(=O)c3c(C)n[nH]c3C)C2)c(OC)c1 (stereo unspecified)	0.4	-4	-0.3	-0.1	-0.2	4	-1.1	-1	-0.6	0.1	3
O=C(COC(=O)c1cccs1)NCC1CCCO1 (stereo unspecified)	0.1	0	-0.5	0.3	0.8	1	5.0	1	3.0	0.8	-7
O=C(O)CCNC1C=CS(=O)(=O)C1 (stereo unspecified)	x	2	-1.4	0.0	-1.6	-1	1.3	1	-1.5	0.2	-2
CCCC1c2ccc(C)n2CCN1C(=O)Nc1ccccc1Cl (stereo unspecified)	1.0	9	-1.1	0.3	2.8	4	0.3	-3	5.0	-0.2	-1
O=C(COC(=O)c1ccc2ccccc2c1)NCc1ccccc1	0.9	4	-1.2	0.2	2.8	2	0.8	-8	3.4	-0.7	2
O=C(NC1CC1)c1ccc(NS(=O)(=O)c2ccccc2)cc1	0.8	0	-1.0	0.3	-4.3	-3	0.0	9	1.3	0.3	5
Cc1csc(NC(=O)CSc2nccn2C)n1	0.5	0	-0.6	-0.1	1.9	2	4.5	3	3.6	2.5	1
CCCCNS(=O)(=O)CCNCc1ccc(OC)cc1	0.2	3	-0.8	-0.2	-1.3	-1	-0.1	1	1.3	0.1	-2
O=c1c2c(n3cnnc3n1C1CCCCC1)-c1ccccc1CC21CCCCC1	0.5	-7	-1.3	0.1	1.4	0	3.6	1	0.2	0.6	-3
CCN(CC)S(=O)(=O)c1ccc(-c2nnc(SCC(=O)N3c4ccccc4CC3C)o2)cc1 (stereo unspecified)	0.9	4	-1.3	0.1	-1.4	4	-1.5	5	0.7	0.1	-6
COC(=O)c1ccc(NCc2cc(O)ccc2O)cc1	-3.4	5	-1.1	0.5	-1.5	8.4*	3.0	2	-4.9	-2.7	-4
COc1ccc(OC(=O)c2cc3ccccc3o2)cc1	-0.1	5	-1.0	0.4	0.8	-2	2.9	-9	1.1	0.1	-3
COc1ccc2cc(C(C)C(=O)NC3CCC(O)CC3)ccc2c1 (stereo unspecified)	0.6	-6	-1.3	0.3	-2.4	-4	0.1	-3	-1.4	0.2	7
CCOc1ccc2ccccc2c1/C=N\NC(=O)c1ccc([N+](=O)[O-])cc1	-1.4	-5	-0.4	-1.1	0.2	4	0.0	1	-1.1	-0.3	-10
COC(=O)[C@@]12C[C@@H](CC(=O)NCC3CCCCC3)C(=O)N(Cc3ccc4c(c3)OCO4)C1=CCC(C)(C)C2	x	-2	-1.4	0.2	0.7	-4	x	-14	0.2	-0.5	-3
O=C1C=CC(=O)c2c(O)c(N3CCN(CCO)CC3)c(Cl)c(O)c21	2.8	-5	-0.8	-0.2	-1.7	-9	1.4	-13	-1.4	-2.2	-2
O=C(Nc1ccc(N2CCN(C(=O)c3cccs3)CC2)cc1)c1cccnc1Cl	1.2	-2	-0.8	0.1	-0.6	0	-1.1	-4	1.4	-0.1	2
CCN(CC)CCOC(=O)CCc1cccc2ccccc12	1.8	2	-1.5	0.3	-1.2	-1	1.2	-2	0.2	0.1	3
O=C(NCC(c1cccs1)N1CCOCC1)c1ccc(Cl)s1 (stereo unspecified)	-3.3	-12	-1.2	-0.4	-0.7	-1	-7.6	2	3.6	-3.3	-9
Cc1cc(N2CCCC2)nc2ccc(NC(=S)NC(C)C)cc12	1.4	12	-1.4	6.6	0.8	1	1.8	10	1.5	0.0	4

Single records, from the list above. Order of values: DAX1 inh-1	NPR1 activator	ssDAF-12 act	KLK7 zymogen act	hcDAF-12 act	SMARCA2 activ	GAA850 FXN act	sPLA2-III inh	hgDAF-12 ag	DAX1 inh-2	NPR2 activator
Record of `O=C(Nc1ccc(N2CCN(C(=O)c3cccs3)CC2)cc1)c1cccnc1Cl` → 1.2	-2	-0.8	0.1	-0.6	0	-1.1	-4	1.4	-0.1	2
Record of `Cc1cc(N2CCCC2)nc2ccc(NC(=S)NC(C)C)cc12` → 1.4	12	-1.4	6.6	0.8	1	1.8	10	1.5	0.0	4

Additional entries
SMILES	DAX1 inh-1	NPR1 activator	ssDAF-12 act	KLK7 zymogen act	hcDAF-12 act	SMARCA2 activ	GAA850 FXN act	sPLA2-III inh	hgDAF-12 ag	DAX1 inh-2	NPR2 activator
Cc1noc(COc2ccccc2OCc2onc(C)c2Cl)c1Cl	-1.1	2	-0.7	-0.1	-2.1	-5	0.0	-2	0.8	-0.1	4
CCC(=O)Nc1cccc(-c2csc(-c3ccccc3)n2)c1	-0.3	-1	-1.4	0.5	-1.5	-4	0.8	2	3.7	0.1	-2
CCOC(=O)C[C@H]1c2cc(F)ccc2S(=O)(=O)N1C1CCCC1	0.6	2	-1.1	-0.4	-1.3	-1	0.5	0	-0.9	-0.3	2
CCOC(=O)c1sc(NC(=O)c2cccs2)cc1C	0.1	5	-0.6	1.3	0.4	-2	2.4	-9	15*	0.3	1
COc1ccc(CCN(Cc2ccccn2)C(=S)Nc2ccccc2F)cc1OC	-0.5	-2	-2.0	-0.5	-1.3	3	-1.2	-2	0.7	0.9	5
CCNC(=O)NC(=O)C(C)OC(=O)C(C)(C)Oc1ccc(Cl)cc1 (stereo unspecified)	-0.1	0	-2.0	-0.5	-2.8	1	-2.2	0	2.4	-0.5	-1
Cc1cccc(C(=O)NCC(C)NC(=O)c2cccc(C)c2)c1 (stereo unspecified)	-0.7	-6	-1.5	0.3	-1.7	-3	2.3	-10	-1.0	-0.6	-8
CCOc1ccc2nc(N/C(N)=N/C(=S)Nc3ccc(OC)cc3)nc(C)c2c1	0.3	5	-1.8	2.6	0.6	0	-0.9	0	1.6	0.5	-5

High-throughput results deposited in PubChem BioAssay by several laboratories.
